ELG1 genotoxic – genotoxicity induction in ELG1-luciferase HEK293T cells | AID 504466 | Potency, µM (highest dose often 46 µM), without a hit: at the highest dose activity change, positive = activation, hits mostly activators | HEK293T ELG1-luciferase reporter, luminescence, 16 h | 1.3% of 330,000 active; also: potency is read from the fitted curve at half-maximal effect; % of control where 0% means no effect; nearly all actives have a fitted effect of over 60% in size
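HEK293T cells expressing luciferase-tagged ELG1 were treated with compound or DMSO for 16 hr at 37°C. Luciferase activity was then read after 30 min with ONE-Glo at room temperature; rising signal flags genetic stress.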
Eya2 phos inh – Eya2 (human) phosphatase inhibition | recombinant Eya2, OMFP fluorescence dephosphorylation (OMFP is methylfluorescein phosphate) | Potency, µM (titrated, usually from 76.9 µM), inactives show at the top dose activity, negative = inhibition, usual class: inhibitors | 0.006% of 330,000 active; also: potency is read from the fitted curve at half-maximal effect; % is scaled to controls: 0 for no effect and ±100 for the full control effect
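Eya2 protein (added as 0.2 uM solution) was preincubated with compound for 10 min at ambient temperature in 50 mM HEPES pH 7.5, 50 mM NaCl, 5 uM MgCl2, 0.05% BSA, 1 mM DTT. OMFP (added at 50 uM) then reacted 10 min; fluorescence read at 485/525 nm.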
uPA surface inh – inhibitors of cell surface uPA generation; cell surface uPA generation assay, qHTS; Potency, µM (highest dose often 38.3 µM), for the others: top-dose activity change, negative = inhibition, usual class: inhibitors; 0.31% of 330,000 active; active = well fitted inhibition curve with a large enough effect; inconclusive = small, poorly fitted or top-dose-only effect; inactive = no such curve, though single readings can be large or run the other way; tested in mouse RAW 264.7 cells; also: potency is read from the fitted curve at half-maximal effect; % is scaled to controls: 0 for no effect and ±100 for the full control effect; nearly all actives have a fitted effect of over 55% in size
p53 reactivation – mutant p53 re-activation in reporter cells; H1299 p53-A138V BP100-luciferase reporter, luminescence, 24 h; Potency, µM (titrated, usually from 92.2 µM), for the others: at the highest dose activity change, positive = activation, most hits filed as activators; 0.063% of 320,000 active; AID 504706; also: potency is read from the fitted curve at half-maximal effect; % of control where 0% means no effect; nearly all actives have a fitted effect of over 45% in size
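H1299 (p53-null), stable ts p53-A138V + BP100-Luc; 1000 cells/well, Opti-MEM/10% FBS; cpd 4 pt, 1:5; 24 h, 37 deg C, 5% CO2; detection reagent 10 min RT; luminescence.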
ASM inhibitor – blocks human secretory acid sphingomyelinase | placental ASM, HMU-PC fluorogenic substrate, 60 min | Potency, µM (doses to about 57.5 µM), without a hit: top-dose activity change, negative = inhibition, most hits filed as inhibitors | 0.006% of 340,000 active | AID 504937; also: potency is read from the fitted curve at half-maximal effect
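qHTS format. ASM enzyme prepared from human placenta hydrolyses the fluorogenic substrate HMU-PC0 (9 uM final) over 60 min at 37 °C after a 10 min compound preincubation.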
Integrin act MD – activators of alpha7 integrin expression for muscular dystrophy. AID 624291. Potency, µM (highest dose often 38.3 µM), for the others: top-dose activation, actives largely listed as activators. alpha7betagal myoblasts, beta-gal FDG fluorescence, 48 h. 0.064% of 350,000 active;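 also: potency is read from the fitted curve at half-maximal effect; 100% = response of the positive control SU9516; nearly all actives have a fitted effect of over 60% in size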
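alpha7betagal+/- myoblasts (passage 13, 250/well) treated 48 h at 37C with compounds at 1:260 dilution of DMSO stock. Lysed, then beta-galactosidase activity read as FDG fluorescence (ex 480/em 540) after 30 min, with pre-read for autofluorescence.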
USP2a block – inhibitors of human ubiquitin-specific protease USP2a. O75604. USP2 core, Ub-CHOP2 coupled fluorogenic reporter, 485/531. Potency, µM (top dose mostly 38.3 µM), for inactives: at the top dose activity change, negative = inhibition, hits mostly inhibitors. 0.01% of 330,000 active. AID 463254;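 also: potency is read from the fitted curve at half-maximal effect; plate controls were DMSO wells for no effect and full inhibition by NEM control for full effect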
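Deubiquitinase activity read as fluorescence (485/531 nm) after Ub-CHOP2 cleavage activates the enterokinase reporter on its substrate; USP2 core 10nM, Ub-CHOP2 and substrate 25nM each, 30min compound preincubation then 60min RT; data normalized to NEM, curves fitted.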
BRCA1 expr act – activators of BRCA1 expression; AID 624202; MCF7-BRCA1-FFLuc reporter, luminescence, 48 h; response scale: scaled: vehicle 0%, 10 µM genistein 100%; Potency, µM (doses to about 46.1 µM), without a hit: top-dose activation, actives largely listed as activators; 1.1% of 380,000 active; also: potency is read from the fitted curve at half-maximal effect; nearly all actives have a fitted effect of over 80% in size; some results filed as inactive show a strong effect at the top dose
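Quantitative HTS in MCF7 cells stably reporting BRCA1 expression via firefly luciferase. Compound treatment lasts 48 h at 37 °C in phenol-red free MEM. Activation is expressed relative to genistein at 10 microM and DMSO.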
TRPV1 ag – activates the human vanilloid receptor TRPV1; Q8NER1; TRPV1-expressing cells, Fluo-8 calcium influx, agonist mode; activation, % at 8.33 µM; 0.19% of 320,000 active; AID 540275; in the data active = activation above about 80%; inconclusive = between about 30% and that limit; also: 0% is about no effect
Target sequence (Q8NER1 whole entry, looked up): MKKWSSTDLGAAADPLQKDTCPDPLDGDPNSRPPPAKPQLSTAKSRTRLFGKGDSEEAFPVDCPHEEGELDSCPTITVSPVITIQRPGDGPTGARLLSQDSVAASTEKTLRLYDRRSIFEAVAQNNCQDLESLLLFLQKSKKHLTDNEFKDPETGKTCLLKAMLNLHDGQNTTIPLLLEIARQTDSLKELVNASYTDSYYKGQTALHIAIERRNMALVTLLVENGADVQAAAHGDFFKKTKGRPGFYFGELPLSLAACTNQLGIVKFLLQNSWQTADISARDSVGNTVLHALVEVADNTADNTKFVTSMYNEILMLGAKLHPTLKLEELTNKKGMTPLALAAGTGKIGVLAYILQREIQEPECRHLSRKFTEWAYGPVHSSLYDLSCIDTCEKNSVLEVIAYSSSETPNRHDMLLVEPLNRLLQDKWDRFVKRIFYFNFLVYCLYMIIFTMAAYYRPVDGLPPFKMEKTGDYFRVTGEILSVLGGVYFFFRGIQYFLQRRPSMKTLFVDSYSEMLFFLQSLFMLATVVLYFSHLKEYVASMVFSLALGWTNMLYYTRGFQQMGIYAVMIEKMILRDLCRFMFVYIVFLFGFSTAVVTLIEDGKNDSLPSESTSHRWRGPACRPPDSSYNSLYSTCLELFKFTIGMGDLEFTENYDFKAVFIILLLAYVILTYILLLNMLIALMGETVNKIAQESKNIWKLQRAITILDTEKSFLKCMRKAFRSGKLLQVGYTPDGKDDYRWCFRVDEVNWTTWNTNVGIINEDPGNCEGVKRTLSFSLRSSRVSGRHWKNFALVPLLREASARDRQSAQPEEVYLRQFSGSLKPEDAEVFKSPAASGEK
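TRPV1-expressing cells were cultured overnight at 35.5C and loaded with Fluo-8 calcium dye for 40 to 90 min at room temperature. After a 10 s baseline, compound was added and calcium influx was read kinetically for 3 min (ex 480/em 520 nm).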
TSG101-PTAP inh – blocks PTAP/TSG101 interaction to inhibit HIV-1 budding. 340,000 tested, under 10 active. Potency, µM (top dose mostly 115 µM), without a hit: top-dose activity change, negative = inhibition, usual class: inhibitors. AID 493005. Fluorescence polarization, FITC-PTAP peptide / Tsg101 binding; active = well fitted inhibition curve with a large enough effect in the main read-out, with a control signal flat, not every such curve was filed as active; inconclusive = small, poorly fitted or top-dose-only effect, or effect the other way, or a change in a side signal; inactive = no such curve, though single readings can be large or run the other way; also: potency is read from the fitted curve at half-maximal effect; % of control where 0% means no effect
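Fluorescence polarization binding of Tsg101 binding domain (10 uM final) to FITC-labeled PTAP peptide (50 nM final) in HEPES pH 7.5 buffer with NaCl, Tween 20, EDTA, TCEP. Compounds added before peptide; binding 20 min at RT.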
B2AR arrestin – recruits beta-arrestin to the human beta2-adrenergic receptor; P07550; beta-arrestin recruitment to beta2AR, cell-based reporter; Potency, µM (doses to about 46.1 µM), for inactives: at the top dose activation, hits mostly activators; 0.02% of 330,000 active; AID 492947;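 also: potency is read from the fitted curve at half-maximal effect; 0% = DMSO controls and full agonism = EC100 isoproterenol or metaproterenol; nearly all actives have a fitted effect of over 65% in size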
* hit, by the source's call; [ ] = remark or other dose. Unless noted, calls follow the shape of the dose curve; as a rule, active = well fitted curve in the direction sought with a large enough effect; inconclusive = small, poorly fitted or top-dose-only effect, or another doubt; inactive = no such curve, though single readings can be large; an effect the other way counts as inactive or inconclusive.

How did COc1ccc(OCC(O)CNC(=O)Nc2ccc(F)cc2)cc1 (stereo unspecified) do in these assays?
ELG1 genotoxic: -1%; Eya2 phos inh: -7%; uPA surface inh: -9%; p53 reactivation: 2%; ASM inhibitor: -3%; Integrin act MD: -13%; USP2a block: -4%; BRCA1 expr act: 17%; TSG101-PTAP inh: 0%; B2AR arrestin: -0.4%

Results for CC(C)NC(=S)N/N=C/c1cccnc1 ?
ELG1 genotoxic: -1%; Eya2 phos inh: 2%; uPA surface inh: 2%; p53 reactivation: -3%; ASM inhibitor: 0%; Integrin act MD: 23%; USP2a block: 1%; BRCA1 expr act: -13%; TRPV1 ag: -1; TSG101-PTAP inh: -2%; B2AR arrestin: -0.4%

Results for COc1ccc(NC(=O)CSc2ccc3nnc(-c4cccnc4)n3n2)cc1 ?
ELG1 genotoxic: 5%; Eya2 phos inh: -7%; uPA surface inh: inconclusive; p53 reactivation: 2%; ASM inhibitor: -1%; Integrin act MD: 0%; USP2a block: 1%; BRCA1 expr act: 11%; TRPV1 ag: 1; TSG101-PTAP inh: -3%; B2AR arrestin: -0.3%

What do the screens show for `COc1cc([N+](=O)[O-])c(N2CCOCC2)c([N+](=O)[O-])c1OC`?
ELG1 genotoxic: 0%; Eya2 phos inh: 3%; uPA surface inh: 5%; p53 reactivation: -1%; ASM inhibitor: -3%; Integrin act MD: -34%; USP2a block: -3%; BRCA1 expr act: -3%; TRPV1 ag: 5; TSG101-PTAP inh: -1%; B2AR arrestin: 0.0%

What do the screens show for `N#Cc1ccccc1NC(=O)C(=O)NCC1CCCN1S(=O)(=O)c1cccs1` (stereo unspecified)?
ELG1 genotoxic: 2%; Eya2 phos inh: 4%; uPA surface inh: 2%; p53 reactivation: 2%; ASM inhibitor: -1%; Integrin act MD: 25%; USP2a block: 0%; BRCA1 expr act: 13%; TRPV1 ag: 2; TSG101-PTAP inh: 0%; B2AR arrestin: 0.0%

Results for O=c1onc(-c2cccs2)n1Cc1ccccc1 ?
ELG1 genotoxic: -2%; Eya2 phos inh: 2%; uPA surface inh: -4%; p53 reactivation: -6%; ASM inhibitor: -6%; Integrin act MD: 0%; USP2a block: 0%; BRCA1 expr act: 6%; TRPV1 ag: 0; TSG101-PTAP inh: -6%; B2AR arrestin: -0.3%

How did S=c1nc(-c2cccc(Cl)c2)[nH][nH]1 do in these assays?
ELG1 genotoxic: 28%; Eya2 phos inh: -8%; uPA surface inh: 1%; p53 reactivation: 0%; ASM inhibitor: 0%; Integrin act MD: 11%; USP2a block: 1%; BRCA1 expr act: 15%; TRPV1 ag: 0; TSG101-PTAP inh: -3%; B2AR arrestin: -0.4%

How did O=C1NC(=S)N/C1=C\c1ccccc1OCc1ccc(C(=O)O)cc1 do in these assays?
ELG1 genotoxic: 0%; Eya2 phos inh: -1%; uPA surface inh: 1%; p53 reactivation: -3%; ASM inhibitor: 13%; Integrin act MD: inconclusive; USP2a block: 4%; BRCA1 expr act: 0%; TRPV1 ag: 1; TSG101-PTAP inh: -12%; B2AR arrestin: 0.2%

How did COc1ccc(OC)c2nc3c(cc12)CCC3 do in these assays?
ELG1 genotoxic: -1%; Eya2 phos inh: inconclusive; uPA surface inh: -7%; p53 reactivation: -2%; ASM inhibitor: 6%; Integrin act MD: 1%; USP2a block: -2%; BRCA1 expr act: 38%; TRPV1 ag: -2; TSG101-PTAP inh: -1%; B2AR arrestin: 0.5%

What do the screens show for `Cc1nc(-c2ccc(F)cc2)c(CC(=O)Nc2cc(S(=O)(=O)N3CCCCC3)ccc2C)s1`?
ELG1 genotoxic: 1%; Eya2 phos inh: -31%; uPA surface inh: 3%; p53 reactivation: 1%; ASM inhibitor: 4%; Integrin act MD: -12%; USP2a block: -3%; BRCA1 expr act: -28%; TRPV1 ag: -1; TSG101-PTAP inh: -2%; B2AR arrestin: -0.2%

What do the screens show for `Cc1cc(C)c2c(c1)OC(=O)CC2c1ccccc1C` (stereo unspecified)?
ELG1 genotoxic: 1%; Eya2 phos inh: -3%; uPA surface inh: -3%; p53 reactivation: 0%; ASM inhibitor: -4%; Integrin act MD: 25%; USP2a block: -6%; BRCA1 expr act: 5%; TSG101-PTAP inh: -3%; B2AR arrestin: 0.0%

How did CCC(=O)Nc1c(C)ccc2nsnc12 do in these assays?
ELG1 genotoxic: 0%; Eya2 phos inh: -4%[15.4 µM]; uPA surface inh: -4%; p53 reactivation: 0%; ASM inhibitor: -2%; Integrin act MD: -1%; USP2a block: 3%; BRCA1 expr act: 2%; TRPV1 ag: 1; TSG101-PTAP inh: -3%; B2AR arrestin: 0.1%

Results for COC(=O)c1c(NC(=O)COC(=O)[C@@H](NS(=O)(=O)c2ccc(C)cc2)C(C)C)sc2c1CCC2 ?
ELG1 genotoxic: -2%; Eya2 phos inh: 0%; uPA surface inh: 10%; p53 reactivation: 7%; ASM inhibitor: -1%; Integrin act MD: 20%; USP2a block: -10%; BRCA1 expr act: -28%; TRPV1 ag: 16; TSG101-PTAP inh: -2%; B2AR arrestin: -1.3%

Results for CC(=O)N(C)c1ccc(NC(=O)C(c2ccccc2)c2ccccc2)cc1 ?
uPA surface inh: 7%; ASM inhibitor: -2%; Integrin act MD: 13%; BRCA1 expr act: -29%; TSG101-PTAP inh: 1%

How did c1ccc(CSCc2ccccc2)cc1 do in these assays?
ELG1 genotoxic: 0%; Eya2 phos inh: -9%; uPA surface inh: 2%; p53 reactivation: 1%; ASM inhibitor: 2%; Integrin act MD: 0%; USP2a block: 0%; BRCA1 expr act: 7%; TRPV1 ag: 8; TSG101-PTAP inh: -2%; B2AR arrestin: 0.1%

Results for Clc1ccc(C2=Nn3c(nnc3-c3n[nH]c4c3CCC4)SC2)cc1 ?
ELG1 genotoxic: inconclusive; Eya2 phos inh: -3%; uPA surface inh: -14%; p53 reactivation: -11%; ASM inhibitor: -23%; Integrin act MD: -9%; USP2a block: -1%; BRCA1 expr act: -101%[inhibitor]; TSG101-PTAP inh: -7%; B2AR arrestin: -1.1%

What do the screens show for `COc1ccc(N2C(=O)CC(C3CCCO3)C2=O)cc1` (stereo unspecified)?
ELG1 genotoxic: -1%; Eya2 phos inh: -22%; uPA surface inh: -7%; p53 reactivation: 2%; ASM inhibitor: -2%; Integrin act MD: 17%; USP2a block: 3%; BRCA1 expr act: 26%; TRPV1 ag: 1; TSG101-PTAP inh: 0%; B2AR arrestin: 0.0%

Results for Cc1nc2ncnn2c(C)c1CCC(=O)NCCCN1CCN(c2cccc(Cl)c2)CC1 ?
ELG1 genotoxic: -2%; Eya2 phos inh: -5%; uPA surface inh: 1%; p53 reactivation: -8%; ASM inhibitor: 4%; Integrin act MD: -9%; USP2a block: 3%; BRCA1 expr act: -13%; TRPV1 ag: -1; TSG101-PTAP inh: -4%; B2AR arrestin: -0.2%

How did COC(=O)c1c(NC(=S)Nc2ccccc2Cl)sc(C)c1C do in these assays?
ELG1 genotoxic: -3%; Eya2 phos inh: 3%; uPA surface inh: 2%; p53 reactivation: 0%; ASM inhibitor: 0%; Integrin act MD: 1%; USP2a block: 4%; BRCA1 expr act: -25%; TRPV1 ag: 1; TSG101-PTAP inh: -4%; B2AR arrestin: 0.4%

Results for CCOC(=O)CC1=Nc2ccccc2NC(=O)C1 ?
ELG1 genotoxic: -1%; Eya2 phos inh: -8%; uPA surface inh: 3%; p53 reactivation: 2%; ASM inhibitor: 1%; Integrin act MD: 9%; USP2a block: 4%; BRCA1 expr act: -2%; TRPV1 ag: 2; TSG101-PTAP inh: -2%; B2AR arrestin: -0.1%

How did Cn1cc(Cl)c(-c2nc3ccccc3[nH]2)n1 do in these assays?
ELG1 genotoxic: 10µM*; Eya2 phos inh: 8%; uPA surface inh: 0%; p53 reactivation: 18%; ASM inhibitor: 3%; Integrin act MD: -4%; USP2a block: 6%; BRCA1 expr act: 80%; TRPV1 ag: -2; TSG101-PTAP inh: -3%; B2AR arrestin: 0.0%

Results for COc1ccc(CCNC(=O)[C@H](C)N2C(=O)N3CCc4c([nH]c5ccccc45)[C@@]3(C)C2=O)cc1OC ?
ELG1 genotoxic: -3%; Eya2 phos inh: -26%; uPA surface inh: -3%; ASM inhibitor: -8%; Integrin act MD: -9%; USP2a block: -13%; BRCA1 expr act: -20%; TRPV1 ag: 8; TSG101-PTAP inh: -7%; B2AR arrestin: -0.8%

Screening data from PubChem BioAssay.
